Pol III holo inh = qHTS Assay for Inhibitors of DNA Polymerase III Holoenzyme System | reconstituted DNA polymerase III holoenzyme replication, biochemical | Potency, µM (top dose mostly 57.1 µM), without a hit: at the top dose activity change, negative = inhibition | 0.25% of 71,000 active | AID 603, 2007; further: potency means the concentration at half of the fitted maximal effect; on the % scale 0 is the no-effect control and ±100 the full control effect
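Reconstituted *E. coli* holoenzyme (0.35 nM Pol III, 1 nM beta, 154 nM SSB, 2 nM primase) was preincubated with compound for 15 min at RT. Synthesis on 1.4 nM ssM13Gori ran 35 min, then was stopped with PicoGreen/EDTA and read as dsDNA fluorescence.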
ALOX15 inhib = qHTS Assay for Inhibitors of 15-hLO (15-human lipoxygenase). Polyunsaturated fatty acid lipoxygenase ALOX15 (Homo sapiens), P16050. purified 15hLO-1, xylenol orange hydroperoxide absorbance. Potency, µM (series often up to 57.1 µM), without a hit: top-dose activity change, negative = inhibition, hits mostly inhibitors. 1.4% of 74,000 active. AID 887, 2007; further: potency means the concentration at half of the fitted maximal effect; on the % scale 0 is the no-effect control and ±100 the full control effect; nearly all actives have a fitted effect of over 55% in size
Target sequence (P16050 whole entry, looked up): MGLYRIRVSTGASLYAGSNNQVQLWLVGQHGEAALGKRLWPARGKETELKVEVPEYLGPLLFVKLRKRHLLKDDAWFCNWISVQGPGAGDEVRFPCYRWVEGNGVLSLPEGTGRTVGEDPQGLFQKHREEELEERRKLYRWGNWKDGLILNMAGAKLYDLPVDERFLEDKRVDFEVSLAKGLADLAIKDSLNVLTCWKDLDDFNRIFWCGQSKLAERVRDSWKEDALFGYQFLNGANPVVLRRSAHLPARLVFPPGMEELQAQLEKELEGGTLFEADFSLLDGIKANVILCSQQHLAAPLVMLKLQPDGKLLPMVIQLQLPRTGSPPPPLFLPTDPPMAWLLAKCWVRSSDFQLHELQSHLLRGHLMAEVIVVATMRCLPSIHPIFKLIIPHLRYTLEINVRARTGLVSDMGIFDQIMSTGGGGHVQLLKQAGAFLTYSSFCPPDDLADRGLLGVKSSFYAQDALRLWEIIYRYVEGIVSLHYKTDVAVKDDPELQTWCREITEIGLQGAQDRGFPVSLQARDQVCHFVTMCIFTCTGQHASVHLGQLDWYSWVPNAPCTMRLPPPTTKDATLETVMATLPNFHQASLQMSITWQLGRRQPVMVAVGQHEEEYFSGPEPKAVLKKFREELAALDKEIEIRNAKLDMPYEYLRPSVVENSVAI
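Hydroperoxide formed from arachidonic acid (50 uM) by purified human 15hLO-1 (40 nM) oxidizes ferrous iron, and the ferric-xylenol orange complex is read at 573 versus 405 nm. Compounds were preincubated 15 min; reaction ran 6 min at room temperature.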
Epigenetic mod = qHTS Assay for Epigenetic Modulators | mouse C127i GFP locus derepression, cytometry, 30 h | Potency, µM (top dose mostly 46.1 µM), for the others: at the highest dose GFP derepression (activation) | 0.09% of 68,000 active | AID 597, 2007; further: % of control where 0% means no effect
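Locus derepression in mouse mammary C127i cells whose integrated CMV-GFP reporter is normally silent; GFP expression after 30 h compound treatment was quantified by counting fluorescent cells.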
Fluorescein autfl = qHTS Assay for Spectroscopic Profiling in Fluorescein Spectral Region | Compound autofluorescence, 480/540 nm, fluorescein-equivalent; active compounds read high | max fluorescein-equivalent concentration, M | 0.91% of 59,000 active; in the data active means max fluorescein-equivalent concentration above about 10 nM; inconclusive means between about 1.1 nM and that limit
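Library compounds, added at multiple concentrations to pH 8.0 Tris buffer (100 mM), incubate 15 min at room temperature before CCD imaging at 480 nm excitation and 540 nm emission.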
Hsp90 Hop PPI = qHTS Assay for Disrupters of an Hsp90 Co-Chaperone Interaction. Hsp90 C-terminal peptide / TPR2A (Hop) interaction, human. AlphaScreen TPR2A-His6 binding biotin-Hsp90 C-terminal peptide. Potency, µM (series often up to 57 µM), inactives show top-dose activity change, negative = inhibition. 0.44% of 71,000 active. AID 595, 2007; active means well fitted curve in either direction with a large enough effect; inconclusive means small, poorly fitted or top-dose-only effect, or another doubt; further: potency means the concentration at half of the fitted maximal effect; on the % scale 0 is the no-effect control and ±100 the full control effect; many of its hits are not listed in these tables
HADH2 inh = qHTS Assay for Inhibitors of HADH2 (Hydroxyacyl-Coenzyme A Dehydrogenase, Type II). AID 886, 2007. 3-hydroxyacyl-CoA dehydrogenase type-2 (Homo sapiens), Q99714. 3.4% of 73,000 active. Potency, µM (series often up to 57.1 µM), for the others: at the highest dose activity change, negative = inhibition, actives largely listed as inhibitors. recombinant HADH2, NADH fluorescence, beta-hydroxybutyryl-CoA; further: potency means the concentration at half of the fitted maximal effect; on the % scale 0 is the no-effect control and ±100 the full control effect; nearly all actives have a fitted effect of over 60% in size; many of its hits are not listed in these tables
Target sequence (Q99714 whole entry, looked up, one chain of several): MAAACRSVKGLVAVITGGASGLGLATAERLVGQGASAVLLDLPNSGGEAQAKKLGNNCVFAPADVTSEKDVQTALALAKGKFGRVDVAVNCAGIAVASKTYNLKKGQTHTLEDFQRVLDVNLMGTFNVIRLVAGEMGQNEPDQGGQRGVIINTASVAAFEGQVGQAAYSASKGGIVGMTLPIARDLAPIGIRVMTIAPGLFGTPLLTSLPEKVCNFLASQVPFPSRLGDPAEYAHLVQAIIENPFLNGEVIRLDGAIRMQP
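20 nM HADH2 + cpd, 15 min RT; add 1 mM NAD+/90 uM beta-hydroxybutyryl-CoA; kinetic fluorescence 360/450 nm, 4 min. Tris-HCl pH 9.0, 0.01% Tween-20.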
TexasRed autofl = qHTS Assay for Spectroscopic Profiling in Texas Red Spectral Region. Compound fluorescence, Texas Red channel, 547/618 nm; active compounds read high. max dye-equivalent concentration, M. 0.06% of 59,000 active. AID 587, 2007; in the data active means max dye-equivalent concentration above about 10 nM; inconclusive means between about 1.1 nM and that limit
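Fluorescence at ex 547/em 618 nm, normalized against an on-plate Texas Red standard series to give dye-equivalent concentration per compound concentration. Buffer 100 mM Tris, pH 8.0; 15 min RT incubation before CCD imaging.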
4MU fluor = qHTS Assay for Spectroscopic Profiling in 4-MU Spectral Region; compound autofluorescence, 340/450 nm, 4-MU equivalents; active compounds read high; max dye-equivalent concentration, M; 11% of 59,000 active; AID 589, 2007; in the data active means max dye-equivalent concentration above about 10 nM; inconclusive means mostly about 1.1 nM to 9.6 nM
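Intrinsic fluorescence at 340/450 nm (ex/em) was read after 15 min at room temperature in pH 8.0, 100 mM Tris. Each compound concentration expressed as 4-MU-equivalent concentration from a six-point 4-MU standard series on each plate.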
UbGFP stabilizer = Ubiquitin-GFP Assay; AID 526, 2006; Potency, µM (doses to about 45.9 µM), inactives show top-dose activation (GFP accumulation), hits mostly activators; 67,000 tested, under 10 active; Ubiquitin-GFP reporter cells, proteasome inhibition, GFP fluorescence; response scale: untreated = 0%, 10 µM MG-132 = 100%; active means well fitted activation curve with a large enough effect, not every such curve was filed as active; inconclusive means small, poorly fitted or top-dose-only effect, or another doubt; inactive means no such curve, though single readings can be large or run the other way; further: potency means the concentration at half of the fitted maximal effect
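GFP accumulation read-out: laser plate cytometry counting ubiquitin(G76V)-GFP-expressing U2OS cells after 4 hr compound exposure at 37 °C. Titrations spanned 46 uM to 2.9 nM; 0% = basal, 100% = 10 uM MG-132; concentration-response curves fitted.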
HBB splicing = qHTS Assay for Modulators of Hemoglobin Beta Chain Splicing; HBB splicing reporter cell assay, activation; EGFP reporter with mutant IVS2-654 intron; response scale: normalised to 500 nM splice-correcting PNA; Potency, µM (series often up to 46.1 µM), inactives show at the top dose activation, actives largely listed as activators; 0.06% of 65,000 active; AID 925, 2007; further: potency means the concentration at half of the fitted maximal effect; 0% is about no effect
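HeLa cells stably expressing EGFP interrupted by mutant beta-globin intron 2 (IVS2-654), 500/well in 2% FCS. Treated with compound for 2 days at 37C. Splicing correction scored as total well GFP intensity (488 nm excitation, 500-520 nm emission); 500 nM antisense PNA served as control.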
Rhodamine fluor = qHTS Assay for Spectroscopic Profiling in Rhodamine Spectral Region; Rhodamine-region fluorescence, 547/598 nm, Tris buffer; active compounds read high; max dye-equivalent concentration, M; 0.05% of 59,000 active; in the data active means max dye-equivalent concentration above about 11 nM; inconclusive means between about 1.1 nM and that limit
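Compound fluorescence in 100 mM Tris, pH 8.0, read after 15 min at room temperature with 547 nm excitation and 598 nm emission. Output is dye-equivalent concentration from an on-plate rhodamine standard series.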
Starred values were filed as active, the others as inactive; i = inactive; u = inconclusive; x = not tested or not shown; [ ] = remark or other dose. Unless noted, the call rests on the fitted dose curve; in most records, active means well fitted curve in the direction sought with a large enough effect; inconclusive means small, poorly fitted or top-dose-only effect, or another doubt; inactive means no such curve, though single readings can be large; an effect the other way counts as inactive or inconclusive. Some of the compounds tested; rates above refer to the full screens.

SMILES | Pol III holo inh | ALOX15 inhib | Epigenetic mod | Fluorescein autfl | Hsp90 Hop PPI | HADH2 inh | TexasRed autofl | 4MU fluor | UbGFP stabilizer | HBB splicing | Rhodamine fluor
Cc1ccc(-n2c(SCC(=O)NCc3ccco3)nnc2-c2cccnc2)c(C)c1 | -2% | u | 4% | u | -5% | -11% | i | i | 0% | 3.1%[57.5 µM] | i
CCCn1c(SCC(=O)NCc2ccco2)nnc1C(C)C | -5% | -9% | 1% | u | -11% | -3% | i | i | 7% | x | i
Nc1cc(Br)c(N)c(Br)c1 | -9% | 25% | 0% | i | u | -5% | i | i | -3% | x | i
CN(C)CCCN1c2ccccc2Sc2ccc(Cl)cc21 | -12%[25.6 µM] | -6% | 6%[20.6 µM] | u | -12%[26 µM] | 3%[25.6 µM] | i | u | 2%[20.5 µM] | 0.1%[20.6 µM] | i
COc1ccc(C)cc1C(=O)CCC(=O)Nc1ccccc1N1CCOCC1 | -3% | -2% | 0% | i | -1% | -6% | u | i | -1% | 0.0%[57.5 µM] | i
Cc1csc(NC(=O)CSc2nnc(-c3ccoc3C)n2Cc2ccco2)n1 | 1% | -32% | 0% | u | u | 5% | i | i | 3% | -0.5%[57.5 µM] | i
CCn1c(SCC(=O)Nc2nccs2)nnc1-c1ccncc1 | 0% | 11% | 0% | i | -6% | -7% | i | i | -4% | -1.1% | i
Cc1ccccc1OCC(=O)NCCN(C)C | -3% | 11% | 0% | i | -3% | 4% | i | i | 1% | x | i
O=c1c(-c2ccccc2)nc2cnc(N3CCOCC3)nc2n1C1CC1 | -5% | u | 11%[9.22 µM] | u | -2% | 36%[activator] | i | u | 2% | 1.1% | i
COc1ccc(-c2nn(-c3ccccc3)cc2C(=O)Nc2nc(CC(C)=O)ns2)cc1 | -3% | -12% | 0% | u | -4% | 8% | i | i | 3% | -1.9% | i
COc1ccc(Cl)cc1NC(=O)N1CCN(C2CCCCC2)CC1 | -1% | -8% | 3% | i | -1% | 10% | i | i | 4% | -1.2% | i
COc1ccc(CN2CCOCC2)c(C)c1C | -1% | 3% | 2% | i | -1% | 17% | i | i | -5% | -0.7% | i

The final 2 compounds of the part above lead into the next.
SMILES | Pol III holo inh | ALOX15 inhib | Epigenetic mod | Fluorescein autfl | Hsp90 Hop PPI | HADH2 inh | TexasRed autofl | 4MU fluor | UbGFP stabilizer | HBB splicing | Rhodamine fluor
COc1ccc(Cl)cc1NC(=O)N1CCN(C2CCCCC2)CC1 | -1% | -8% | 3% | i | -1% | 10% | i | i | 4% | -1.2% | i
COc1ccc(CN2CCOCC2)c(C)c1C | -1% | 3% | 2% | i | -1% | 17% | i | i | -5% | -0.7% | i
NC1=C(O)C(=O)[C@H](c2c[nH]c3ccc(OCc4ccccc4)cc23)O1 | -4%[11.4 µM] | -3%[11.4 µM] | 1%[9.22 µM] | i | 8%[11 µM] | 13%[11.4 µM] | i | 2.9e-08M* | -2%[9.17 µM] | -0.7%[9.22 µM] | i
CCOc1ccccc1N(CC(=O)N1CCOCC1)S(=O)(=O)c1ccc(SC)cc1 | -5% | -7% | 3% | u | 1% | -9% | i | u | -1% | 3.6% | i
Cc1cc2nc(N)sc2cc1C | 1% | -14% | x | x | u | -4% | x | x | x | 0.1% | x
COc1ccc(Cc2nnc(NC(=O)Cc3cccs3)s2)cc1 | -12% | -21% | 0% | i | -16% | u | i | i | -1% | x | i
O=C(Nc1cc(C(F)(F)F)ccc1N1CCOCC1)c1ccc(Br)o1 | -3% | -9% | 0% | i | -3% | 15% | i | i | -3% | 0.3% | i
O=C(Nc1ccc(F)cc1Cl)c1ccc2c(=O)n3c(nc2c1)CCCCC3 | -4% | 5% | 9% | i | 0% | 14% | i | i | -5% | 0.3% | i
COc1ccccc1/C=N/n1cnnc1 | 0% | 11% | 0% | x | -7% | u | x | x | 16% | -1.0% | x
CCn1c(SCC(=O)Nc2cc(C)ccc2C)nc2c(c1=O)SC(C)C2 (stereo unspecified) | -1% | -1% | x | x | -2% | -3% | x | x | -7% | -1.0% | x
COc1cccc(NC(=O)c2ccccc2-c2nc(-c3ccccc3)no2)c1 | 1% | -5% | 4% | i | 1% | 39%[activator] | u | i | -12% | 3.1%[1.84 µM] | i
CCOc1ccc(OCC)c(NC(=O)CC2Oc3ccc(C)cc3NC2=O)c1 (stereo unspecified) | -3% | -12% | 3% | x | -8% | 6% | x | x | 16% | 0.2% | x
CC1CN(c2nc3c(c(=O)n(Cc4ccc(Cl)cc4)c(=O)n3C)n2C)CC(C)O1 (stereo unspecified) | -2% | -11% | 4% | i | -9% | -3% | u | i | 2% | -2.4%[0.369 µM] | i
Cc1sc2nc(CN3CCOCC3)nc(N3CCC(C(N)=O)CC3)c2c1C | -7% | 13% | -2% | i | -1% | 10% | u | i | 3% | -0.2%[57.5 µM] | i
CCOC(=O)CNC(=O)c1cnn2cccnc12 | -2% | 8% | 0% | i | -7% | 0% | i | 1.9e-08M* | -6% | -1.7% | i
CNc1csc(C)c(C)c1=O | -4% | -2% | 6% | i | -2% | -12% | i | i | 5% | -1.0% | i
O=C(C1CCN(S(=O)(=O)c2cccc3nsnc23)CC1)N1CCCc2ccccc21 | -4% | -10% | 0% | i | -6% | -2% | i | 1.3e-08M* | -2% | 0.6% | i
CC(=O)Oc1c(Cl)c(N2CCOCC2)c(OC(C)=O)c2ccccc12 | 5% | -1% | -2% | x | -2% | -3% | x | x | 4% | 1.9%[9.22 µM] | x
Cc1ccc2c(nc3s/c(=C/c4cccs4)c(=O)n32)c1C | -5% | -20% | 2% | x | -1% | 32µM* | x | x | -10% | -0.9%[9.22 µM] | x
CC1=C(C(N)=O)C(c2ccc(Cl)cc2Cl)n2ncnc2N1 (stereo unspecified) | -6% | 5% | 2% | i | 0% | 5% | i | i | -3% | x | i
O=C(CC1OC(=O)c2ccccc21)Nc1ccccc1N1CCOCC1 (stereo unspecified) | 4% | -5% | -1% | i | -1% | 1% | i | i | 14% | -0.3% | i
O=C1C2CCCN2C(c2ccc(Br)cc2)N1c1ccc(F)cc1 (stereo unspecified) | -4% | 2% | -3% | x | -1% | 8% | x | x | -3% | -0.8% | x
CCCCNC(=O)COC(=O)c1cc2c(C)nn(-c3ccccc3)c2s1 | -11% | -5% | -2% | u | -1% | 62%[activator] | u | i | x | 0.7%[0.369 µM] | i
CCOc1ccc2nc(NC3=NCN(Cc4ccco4)CN3)nc(C)c2c1 | -3% | 6% | -3% | u | -3% | 8% | u | 2.5e-08M* | x | 2.5%[0.369 µM] | i
CC1(C)CC(=O)C(/C=N/n2cnc3ccccc3c2=O)=C(O)C1 | -4% | 17% | 0% | u | -7% | -1% | i | i | 3% | -3.0% | i
CCOC(=O)COc1cccc2c(=O)n(CC(=O)NCc3ccc4c(c3)OCO4)ccc12 | -11% | 8% | x | x | 3% | -10% | x | x | -7% | 0.8% | x
CC(C)Oc1ccc(N2CC(C(=O)Nc3ccccc3F)CC2=O)cc1 (stereo unspecified) | -2% | 0% | 4% | u | -3% | 12% | u | i | -9% | -0.9% | i
CCC(=O)NCCc1cc2ccc(C)c(C)c2[nH]c1=O | -1% | 4% | x | x | 3% | 4% | x | x | 9% | 0.3% | x
COC(=O)c1cc2ccsc2n1Cc1nc(-c2ccc(OC)cc2)oc1C | 4% | -12% | 8% | i | 18% | 11% | i | i | 0% | -0.6% | i
CSc1nc(C)c(Oc2ccccc2)c(=O)n1C | -3% | -11% | 2% | i | -1% | 15% | i | i | 0% | 0.3% | i
CCOC(=O)c1c(C)n(C)c2ccc(OCC(O)CN3CCCCCC3)cc12 (stereo unspecified) | -4% | 3% | 2% | x | -6% | -5% | x | x | 7% | -1.3% | x
COc1ccccc1NC(=O)Cn1cnc2c1c(=O)n(C)c(=O)n2C | -2% | u | -2% | x | -4% | 3% | x | x | 20% | 0.4% | x
COc1ccc(C2C(C(C)=O)=C(O)C(=O)N2CCN(C)C)cc1OC (stereo unspecified) | -11% | -4% | -2% | x | 0% | -2% | x | x | 0% | 0.1%[9.22 µM] | x

Source: PubChem BioAssay (National Center for Advancing Translational Sciences (NCATS))
